Screening data deposited in PubChem BioAssay by Broad Institute.
FN deposit inh = fibronectin deposition inhibition. AH1F fibroblasts, Alexa488-fibronectin deposition fluorescence, overnight. AID 743247. hit rate 0.086% among 350,000. inhibition, % at 12.6 µM;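 active = mean inhibition across replicates of 30% or more, regardless of how many single replicates reach that level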;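 also: positive control wells lacked labelled fibronectin entirely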
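material = AH1F fibroblast monolayer depositing Alexa488-labelled fibronectin into matrix | amount = 10000 AH1F cells/well | buffer or medium = DMEM plus 2% serum, read in PBS | incubation = 1 h cell adhesion before compound, then overnight fibronectin incubation | detection = fluorescence at 485 nm excitation, 525 nm emission | evaluation = percent inhibition as loss of matrix-bound fibronectin fluorescence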
esBAF inh = blocks esBAF chromatin remodeling in mouse ES cells. hit rate 2% among 350,000. reporter increase, % at 12.5 µM. Bmi1-luciferase knock-in reporter, 24 h; 100% = twice the neutral-well signal; in the data active = activation above about 40%;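 also: 0% = median of the plate's neutral control wells and 100% = double that signal; a rise in the Bmi1 reporter signal indicates esBAF inhibition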
CASP6 VEID inh = caspase-6 (human) enzyme inhibition; P55212; purified caspase-6, Z-VEID-R110 cleavage fluorescence; inhibition, % at 12.5 µM; hit rate 0.53% among 350,000; AID 686996;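 active = mean inhibition across replicates at least about 35%, with every replicate also reaching that limit, limit read from the data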;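 also: 0% = median of neutral control wells and 100% = no fluorescence left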
Target sequence (P55212 24-179 limits assumed): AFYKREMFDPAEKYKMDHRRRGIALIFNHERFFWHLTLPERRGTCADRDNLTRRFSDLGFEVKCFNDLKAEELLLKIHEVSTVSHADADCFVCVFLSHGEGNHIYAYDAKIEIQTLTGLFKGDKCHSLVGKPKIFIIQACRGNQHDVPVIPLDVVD
Target sequence (P55212 194-293 limits assumed): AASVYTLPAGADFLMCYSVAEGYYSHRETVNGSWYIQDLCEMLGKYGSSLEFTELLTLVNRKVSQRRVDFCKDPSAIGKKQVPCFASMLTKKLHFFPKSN
Statin myotox sup = protects C2C12 myotubes from simvastatin toxicity; ATP luminescence, 48 h; scaled: DMSO 0, geranylgeraniol control 100; rescue of ATP level, % at 7.49 µM; hit rate 0.78% among 330,000;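 active = mean ATP rescue above about 67%, or every replicate alone reaching that limit, limit read from the data, passing the limit was not always enough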;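 also: myotubes were challenged with 10 µM simvastatin during compound exposure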
S100A4 inh HTS = blocks human S100A4 binding to myosin IIA peptide | P26447 | S100A4/TAMRA-MyoIIA peptide fluorescence polarization | inhibition, % at 10.7 µM | hit rate 0.14% among 360,000 | AID 652163;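 active = mean inhibition of at least 70% across replicates, with every replicate also reaching that level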
Target sequence (P26447 whole entry, looked up): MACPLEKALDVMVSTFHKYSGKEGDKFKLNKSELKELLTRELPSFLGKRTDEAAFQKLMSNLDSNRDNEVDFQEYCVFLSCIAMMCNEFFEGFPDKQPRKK
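Material: S100A4 monomer protein / Buffer or medium: 50 mM HEPES pH 7.2, 10 mM CaCl2, 100 mM KCl / Times: 5 min incubation before reading / Benchmarks: neutral control DMSO, positive control TFP / Reagent: labelled myosin peptide probe, 5 nM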
LGR2 antag = Drosophila LGR2 receptor signaling inhibition. hit rate 0.35% among 380,000. HEK293 LGR2, CRE-luciferase, bursicon-stimulated, 4 h. inhibition, % at 9.99 µM;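 active = drop in luminescence signal, shown as inhibition above about 50% in the replicate tests, limit read from the data, passing the limit was not always enough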;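 also: agonist challenge used bursicon conditioned medium at about half maximal strength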
SIRT5 inh = blocks human SIRT5 desuccinylation of peptide; Q9NXA8; Purified SirT5, succinyl-peptide AMC, trypsin-coupled fluorescence; inhibition, % at 15 µM; hit rate 1.1% among 330,000; in the data active = inhibition above about 15%
Target sequence (Q9NXA8 whole entry, looked up): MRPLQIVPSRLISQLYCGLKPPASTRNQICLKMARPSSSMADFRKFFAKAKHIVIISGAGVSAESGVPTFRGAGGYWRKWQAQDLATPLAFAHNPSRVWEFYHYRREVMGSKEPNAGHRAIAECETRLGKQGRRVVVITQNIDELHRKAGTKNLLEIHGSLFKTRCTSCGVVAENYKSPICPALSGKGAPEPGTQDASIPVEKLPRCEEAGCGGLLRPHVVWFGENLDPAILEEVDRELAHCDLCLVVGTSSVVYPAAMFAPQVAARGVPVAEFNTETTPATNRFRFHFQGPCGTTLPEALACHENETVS
Numbers without * were called inactive; / = no result given.

[1] C[C@@H]1CN([C@@H](C)CO)C(=O)CCCn2cc(nn2)CO[C@H]1CN(C)Cc1ccc(C(=O)O)cc1
[2] CCOc1ccc(OCC)c(S(=O)(=O)NCc2cccnc2)c1
[3] COc1cccc(-n2nnnc2SCC(=O)Nc2ccc(OC)cc2OC)c1
[4] CCOc1ccc(-n2cc(C(=O)NC(C)C)c3cc(OC)c(OC)cc3c2=O)cc1
[5] COc1ccc(/C=N/NC(=O)c2c(C)nc3ccc(Br)cn23)cc1OC
[6] CC(C)c1ccc(NC(=O)c2ccc(NS(C)(=O)=O)cc2)cc1
[7] O=C(COC(=O)CCC(=O)c1cccs1)NCc1ccccc1
[8] CC(=O)NCCNC(=O)C1Cc2c(-c3ccc(Cl)cc3)ccnc2O1 (stereo not given)
compound no.	1	2	3	4	5	6	7	8
FN deposit inh	1.9	/	-1.1	11.4	4.6	-3.5	-0.3	-8.4
esBAF inh	/	-0.4	1.4	-2.7	/	10.6	/	-4.7
CASP6 VEID inh	2.3	/	-0.4	/	-2.8	0.2	0.9	2.2
Statin myotox sup	/	-4.5	9.2	9.1	/	-7.8	/	2.6
S100A4 inh HTS	9.2	/	-1.0	/	-7.6	-5.2	-2.3	4.9
LGR2 antag	6.1	-7.4	15.7	/	-11.3	9.0	-4.1	0.0
SIRT5 inh	-4.3	/	3.3	/	-3.5	-2.2	1.0	-1.6

[9] O=C(O)CN(CC(=O)O)CC(=O)O
[10] CN(c1ccccc1)S(=O)(=O)c1cc(C(=O)NCc2ccco2)ccc1Cl
[11] CC(C)(C)OC(=O)C[C@H]1C/C=C\C[C@H](CC(=O)N[C@H](CO)Cc2ccccc2)C(=O)N[C@@H](Cc2ccccc2)COC1=O
[12] O=C1CCC[C@@H]2c3[nH]c4ccccc4c3CCN12
[13] O=C(C[C@@H]1C[C@@H]2c3cc(NC(=O)CC4CC4)ccc3O[C@@H]2[C@@H](CO)O1)NCc1ccc2c(c1)OCO2
[14] CCOC(=O)C1(C)CCCN(C(=O)c2cccc(OC(F)(F)F)c2)C1 (stereo not given)
[15] Nc1cc(-c2ccccc2)nn1S(=O)(=O)c1ccc(Br)cc1
[16] C/C(=N\Nc1ccccc1)c1cccs1
compound no.	9	10	11	12	13	14	15	16
FN deposit inh	0.4	5.1	12.4	/	6.9	0.4	1.2	-5.0
esBAF inh	-7.0	4.9	12.1	/	-7.0	-4.6	2.4	10.8
CASP6 VEID inh	-1.8	-0.8	1.2	2.1	1.2	-2.0	-2.6	-2.7
Statin myotox sup	3.6	-11.3	0.5	/	-0.1	5.2	22.1	-2.3
S100A4 inh HTS	-1.5	28.8	0.4	10.3	8.9	-6.2	-6.3	-0.9
LGR2 antag	10.4	-3.3	-34.2	/	1.8	1.4	-18.6	-9.1
SIRT5 inh	-0.7	/	/	-2.5	1.6	0.1	-0.1	-0.5

Sorted by length of the SMILES (smallest number first): ten of the compounds above
[16] C/C(=N\Nc1ccccc1)c1cccs1
[12] O=C1CCC[C@@H]2c3[nH]c4ccccc4c3CCN12
[7] O=C(COC(=O)CCC(=O)c1cccs1)NCc1ccccc1
[15] Nc1cc(-c2ccccc2)nn1S(=O)(=O)c1ccc(Br)cc1
[6] CC(C)c1ccc(NC(=O)c2ccc(NS(C)(=O)=O)cc2)cc1
[8] CC(=O)NCCNC(=O)C1Cc2c(-c3ccc(Cl)cc3)ccnc2O1 (stereo not given)
[14] CCOC(=O)C1(C)CCCN(C(=O)c2cccc(OC(F)(F)F)c2)C1 (stereo not given)
[4] CCOc1ccc(-n2cc(C(=O)NC(C)C)c3cc(OC)c(OC)cc3c2=O)cc1
[13] O=C(C[C@@H]1C[C@@H]2c3cc(NC(=O)CC4CC4)ccc3O[C@@H]2[C@@H](CO)O1)NCc1ccc2c(c1)OCO2
[11] CC(C)(C)OC(=O)C[C@H]1C/C=C\C[C@H](CC(=O)N[C@H](CO)Cc2ccccc2)C(=O)N[C@@H](Cc2ccccc2)COC1=O
compound no.	16	12	7	15	6	8	14	4	13	11
FN deposit inh	-5.0	/	-0.3	1.2	-3.5	-8.4	0.4	11.4	6.9	12.4
esBAF inh	10.8	/	/	2.4	10.6	-4.7	-4.6	-2.7	-7.0	12.1
CASP6 VEID inh	-2.7	2.1	0.9	-2.6	0.2	2.2	-2.0	/	1.2	1.2
Statin myotox sup	-2.3	/	/	22.1	-7.8	2.6	5.2	9.1	-0.1	0.5
S100A4 inh HTS	-0.9	10.3	-2.3	-6.3	-5.2	4.9	-6.2	/	8.9	0.4
LGR2 antag	-9.1	/	-4.1	-18.6	9.0	0.0	1.4	/	1.8	-34.2
SIRT5 inh	-0.5	-2.5	1.0	-0.1	-2.2	-1.6	0.1	/	1.6	/

Going on with the list:
[17] Cc1ccc(C(=O)NC(Cc2ccc(C(C)(C)C)cc2)C(=O)O)cc1 (stereo not given)
[18] O=C(NCC1CCCO1)c1ccc2c(c1)N(Cc1ccc(F)cc1Cl)C(=O)CS2 (stereo not given)
[19] O=C(N/N=C/c1cc(Br)c(O)c([N+](=O)[O-])c1)C(O)(c1ccccc1)c1ccccc1
[20] COc1ccc(S(=O)(=O)NCC2(N3CCOCC3)CCCCC2)cc1OC
[21] Cc1c(CC(Cl)(Cl)Cl)c2c(n1O)CC(C)(C)CC2=O
[22] CCCc1cn(CC[C@H]2CC[C@H](NC(=O)Cc3cccnc3)[C@H](CO)O2)nn1
[23] Cc1ccccc1-c1noc(CNC(=O)COc2ccccc2)n1
[24] O=C1c2cccc3cccc(c23)N1Cc1cccc(F)c1
compound no.	17	18	19	20	21	22	23	24
FN deposit inh	4.8	-11.7	-1.8	2.3	2.7	-16.3	-0.3	4.8
esBAF inh	-3.5	-0.7	-5.0	5.1	/	2.0	-2.2	3.8
CASP6 VEID inh	7.2	-0.1	2.1	-2.2	-0.4	-0.2	/	2.4
Statin myotox sup	-0.5	8.3	-1.7	-5.9	/	2.5	14.9	-9.0
S100A4 inh HTS	-10.4	-6.6	-4.2	-19.9	7.5	14.1	-3.3	-3.8
LGR2 antag	20.2	6.5	-4.0	-17.5	5.0	8.3	5.1	2.3
SIRT5 inh	-5.0	3.7	5.1	-9.6	-3.4	1.4	-3.4	8.4

[25] Cc1ccn2c(=O)nc(SCC(=O)N3CCCC3)nc2c1
[26] N/C(CN1CCCC1=O)=N\OC(=O)c1ccc(Cl)cc1
[27] CC(C)c1ccc(NC2CCCN(C(=O)C3=NN(C)C(=O)CC3)C2)cc1 (stereo not given)
[28] CN(CC(=O)Nc1c(Cl)cccc1Cl)C(=O)CCNS(=O)(=O)c1ccccc1C(F)(F)F
[29] CCc1ccc(OCC(O)CN2CCN(c3ccccn3)CC2)cc1 (stereo not given)
[30] O=C(O)C[C@H]1C=C[C@@H](NC(=O)c2ccccc2F)[C@H](CO)O1
[31] COc1ccc(C(=O)/C=C2\C(=O)Nc3ccc(Br)cc32)cc1
[32] CCCc1nc(SCC(=O)Nc2ccccc2OC)c2c(=O)n(C)c(=O)n(C)c2n1
compound no.	25	26	27	28	29	30	31	32
FN deposit inh	/	/	1.0	8.8	-2.3	12.8	6.7	0.2
esBAF inh	7.2	10.8	1.1	-0.3	0.3	2.1	/	-9.8
CASP6 VEID inh	4.0	/	-1.3	3.2	-5.4	/	-3.7	-1.4
Statin myotox sup	4.1	8.5	4.6	6.9	11.8	-18.8	/	22.9
S100A4 inh HTS	-1.6	/	-9.0	-1.9	-1.1	/	-2.7	-0.1
LGR2 antag	-22.9	-3.8	-9.0	-12.0	-0.2	-11.8	7.6	-30.1
SIRT5 inh	-2.7	/	-6.9	-2.5	5.9	-2.3	/	4.0

[33] CCCNC(=O)N1[C@@H]2c3ccc(-c4ccc(F)cc4)c(=O)n3C[C@@H]2[C@@H](CO)[C@@H]1C(=O)N1CCCCC1
[34] COc1cc2cc(C(=O)N(C)Cc3ccccc3)[nH]c2cc1OC
[35] Cc1ccc(S(=O)(=O)N2CCCCC2)c(C)c1NS(C)(=O)=O
[36] C=CCn1c(SCC(=O)N2CCOCC2)nc2sc(C)c(C)c2c1=O
compound no.	33	34	35	36
FN deposit inh	/	-1.2	-5.6	-0.4
esBAF inh	-0.6	0.7	-11.5	1.8
CASP6 VEID inh	0.7	-2.0	-4.0	0.2
Statin myotox sup	-9.5	-2.5	3.3	-6.4
S100A4 inh HTS	-32.4	-6.8	4.4	0.6
LGR2 antag	-23.4	-23.7	19.9	4.0
SIRT5 inh	-17.8	-1.5	-3.8	/

Some of the compounds tested; rates above refer to the full screens.
